D1 antag: Antagonist of Human D 1 Dopamine Receptor: qHTS. actives 3.2% (n = 360,000). activity change, negative = inhibition, % at 10 µM. HEK293 TREx D1 cells, calcium flux, dopamine EC80; hits give low values. D(1A) dopamine receptor (Homo sapiens), P21728; in the data active = activity change below about -30%; note: % is set by controls: 0 for no effect and ±100 for the full control effect
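After overnight tetracycline induction at 30 C, force-coupled D1 HEK293 cells took up a no-wash calcium dye at room temperature. Compounds were added and monitored 180 s, and the response to EC80 dopamine was then recorded.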
TRHR enhancer: qHTS for Small Molecule Agonists and Allosteric Enhancers of Human TRH Receptor: Primary Screen for Enhancers | TRHR cells, fluo-8 calcium fluorescence, EC20 TRH enhancement | enhancement, % at 2 µM | actives 0.66% (n = 360,000) | Thyrotropin-releasing hormone receptor (Homo sapiens), P34981; in the data active = enhancement above about 30%; note: 0% is about no effect
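TRHR-expressing cells loaded with fluo-8 calcium dye were read kinetically (ex 480/em 530) during compound addition, then stimulated with an EC20 of TRH (10 nM final). Enhancement of the Gq-mediated intracellular calcium response was scored.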
D2 ag: HTS Assay for Allosteric Agonists of the Human D2 Dopamine Receptor: Primary Screen for Agonists; D(2) dopamine receptor (Homo sapiens), P14416; HEK293 T-REx D2 cells, calcium flux agonist mode; activation, % at 2 µM; actives 0.53% (n = 340,000); AID 485358, 2010;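 active = activation over 3 SD above normal in the single-dose calcium agonist read, cut at about 30% in these data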; note: 0% is about no effect
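Agonism is scored from calcium flux in a force-coupled, inducible HEK293 cell line expressing D2, read kinetically for 180 s after compound addition against dopamine controls.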
D1 potentiator: Potentiators of Human D1 Dopamine Receptor: qHTS | D(1A) dopamine receptor (Homo sapiens), P21728 | HEK293 TREx D1 cells, calcium flux, dopamine EC20 potentiation | potentiation, % at 10 µM | actives 0.036% (n = 360,000) | AID 504651, 2011; in the data active = potentiation above about 30%; note: 0% is about no effect
D2 potentiator: HTS Assay for Positive Allosteric Modulators of the Human D2 Dopamine Receptor: Primary Screen for Potentiators | HEK293 T-REx D2, calcium flux, EC20 dopamine potentiation | AID 485347, 2010 | potentiation, % at 10 µM | actives 0.34% (n = 340,000);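 active = potentiation over 3 SD above the plate norm, cut at about 30% in these data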; note: 0% is about no effect
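Potentiation of an EC20 dopamine calcium response is measured in a force-coupled, tetracycline-inducible Hek293 Trex D2 line. Compound-only kinetic reads over 180 s flag agonists before dopamine addition.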
D1 agonist: Allosteric Agonists of the Human D1 Dopamine Receptor: qHTS; D(1A) dopamine receptor (Homo sapiens), P21728; HEK293 T-REx D1 cells, calcium flux, agonist mode; activation, % at 2 µM; actives 1% (n = 360,000); AID 504660, 2011; note: 0% is about no effect
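Inducible HEK293 T-REx D1 cells, force-coupled to calcium signalling, were plated at 4000 cells/well with tetracycline and held overnight at 30 C. After no-wash calcium dye loading, compound-evoked calcium rise over 180 s flagged agonists.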
D2 antagonist: HTS Assay for Allosteric Antagonists of the Human D2 Dopamine Receptor: Primary Screen for Antagonists; D(2) dopamine receptor (Homo sapiens), P14416; HEK293 TREx D2 cells, calcium flux, dopamine EC80; inhibition, % at 10 µM; actives 2% (n = 340,000); AID 485344, 2010; in the data active = inhibition above about 30%; note: 0% is about no effect
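Antagonism is scored as inhibition of an EC80 dopamine-evoked calcium signal in a force-coupled, tetracycline-inducible HEK293 T-REx D2 line, with compound present 180 s before agonist.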
RXFP1 antag: qHTS Assay for Antagonists of the Relaxin Receptor RXFP1; activity change, negative = inhibition, % at 57.5 µM; actives 0.59% (n = 350,000); AID 1259400, 2018; Relaxin receptor 1 (Homo sapiens), Q9HBX9; HEK293-RXFP1, relaxin-stimulated cAMP HTRF, 30 min; hits give low values;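 active = activity change of -60% or lower, but not beyond a set lower limit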; note: % is set by controls: 0 for no effect and ±100 for the full control effect
Target sequence (Q9HBX9 whole entry, looked up): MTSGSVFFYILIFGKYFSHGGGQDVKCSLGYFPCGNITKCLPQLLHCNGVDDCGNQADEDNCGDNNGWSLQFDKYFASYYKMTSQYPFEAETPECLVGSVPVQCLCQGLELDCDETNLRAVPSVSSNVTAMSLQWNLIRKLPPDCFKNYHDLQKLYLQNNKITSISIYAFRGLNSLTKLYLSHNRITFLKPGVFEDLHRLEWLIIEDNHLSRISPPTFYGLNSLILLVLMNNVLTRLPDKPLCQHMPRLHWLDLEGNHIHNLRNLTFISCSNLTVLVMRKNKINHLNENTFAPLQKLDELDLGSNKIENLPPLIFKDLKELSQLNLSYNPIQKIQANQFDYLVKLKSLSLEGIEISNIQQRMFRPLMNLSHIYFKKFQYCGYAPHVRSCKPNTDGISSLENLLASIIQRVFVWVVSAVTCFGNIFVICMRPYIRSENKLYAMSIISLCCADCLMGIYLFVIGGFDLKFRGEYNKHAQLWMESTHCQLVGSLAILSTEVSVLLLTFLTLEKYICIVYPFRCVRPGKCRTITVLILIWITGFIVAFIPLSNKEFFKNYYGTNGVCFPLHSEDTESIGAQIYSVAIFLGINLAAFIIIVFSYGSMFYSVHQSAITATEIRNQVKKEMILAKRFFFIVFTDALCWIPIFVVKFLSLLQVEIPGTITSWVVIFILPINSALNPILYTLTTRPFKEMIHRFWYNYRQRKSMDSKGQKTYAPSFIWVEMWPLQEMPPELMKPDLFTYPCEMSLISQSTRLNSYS
TRHR agonist: qHTS for Small Molecule Agonists and Allosteric Enhancers of Human TRH Receptor: Primary Screen for Agonists | Thyrotropin-releasing hormone receptor (Homo sapiens), P34981 | TRHR cells, calcium flux fluo-8, FDSS agonist mode | activation, % at 2 µM | actives 0.18% (n = 360,000); note: 0% is about no effect
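Fluo-8-loaded TRHR cells; 10 s baseline, compound added, kinetic Ca2+ fluorescence read 1/s, agonist mode.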
* marks the source's active call; other numbers are inactive results; . = not tested or not shown; & = joins results of further samples. Cut-off read from the data, not from the text of the source, unless noted: active = activation above about 30%; inactive = the rest.

SMILES	D1 antag	TRHR enhancer	D2 ag	D1 potentiator	D2 potentiator	D1 agonist	D2 antagonist	RXFP1 antag	TRHR agonist
O=C(CCc1ccccc1)NC1(Cc2ccccc2)CCN(CCCc2ccccc2)C1=O (stereo not drawn)	.	-1	0.0	-5	-3	3	-5	.	-0.6
CCN(c1ccc(Cl)cc1)S(=O)(=O)c1nnc(NC(=O)C(C)C)s1	-16&-12	7&3	-0.3&0.9	-1&5	-1&-8	9&5	-12	10&5	1.5&0.8
CCOc1ccc(-c2ncncc2-c2ccc(OC)c(OC)c2)c(O)c1	2	5	-0.2	-5	13	1	-12	-2	0.4
CSCc1ccc(C(=O)N2CCC(CCC(=O)N(C)Cc3ccccc3)CC2)o1	-8	1	.	-3	.	4	.	-1	-0.2
C/C=C/C(=O)N1c2ccccc2C(C)=CC1(C)C	14	3	0.8	-1	-8	4	-12	-31	-0.4
O=C(Nc1nc(-c2ccccc2)cs1)c1cccc([N+](=O)[O-])c1C(=O)O	8	5	-1.1	-1	0	1	0	-2	-0.2
CC(C(=O)Nc1ccccc1F)N1C(=O)c2ccccc2C1=O (stereo not drawn)	2	-1	-0.6	-4	-1	4	-1	8	0.3
CCOc1ccc(OCCC(=O)N(CCC2=CCCCC2)c2c(N)n(Cc3ccccc3)c(=O)[nH]c2=O)cc1	-1	10	1.1	3	21	3	-9	-16	0.8
COc1ccc(Oc2cccc(Cl)c2CNC(=O)CCCC(=O)O)cc1	6	-4	-1.0	0	13	1	-5	5	1.2
COc1ccc(CCC(=O)NCc2nc3cccnc3n2Cc2ccccc2)cc1	5	0	-0.3	-3	15	0	.	11	-0.4
CC(=O)Nc1ccc(NS(=O)(=O)c2c(C)nc3sccn3c2=O)cc1	-4	2	-1.4	-4	-2	1	.	-19	0.0
C=C/C(C)=C/CC1C(=C)CCC2C(C)(C(=O)O)CCCC12C (stereo not drawn)	-29	-5	-2.9	-3	4	14	-1	13	-0.3
COCCn1c(SCC(=O)Nc2ccc(NC(=O)c3ccco3)c(OC)c2)nc2ccccc2c1=O	-5	-5	-0.9	-1	-1	-3	-2	-4	-0.5
Cc1cc(OCC(=O)N2CCN(c3ccccc3)CC2)c2c(C)c(C)c(=O)oc2c1	-8	2	-0.9	-4	10	2	-10	-6	-1.1
Cc1cccn2c(=O)c3cc(C(=O)NCC4CCCO4)c(=N)n(Cc4cccnc4)c3nc12 (stereo not drawn)	1	0	0.5	-3	-6	1	7	3	0.1
Clc1ccccc1CSc1nnc(Cn2cnc3ccccc32)n1-c1ccccc1	-82*	4	-0.1	0	1	2	1	-2	-0.5
Cc1ccc(C(=O)/C=C/c2ccc(Br)cc2)o1	-11	1	0.2	-2	7	-1	-7	-20	0.5
COc1cccc(NC(=O)CCN2C(=O)c3ccccc3S2(=O)=O)c1	-3	-2	-1.6	6	-2	2	-11	9	0.0
Cc1ccc(SCC(=O)OCC(=O)N(C)CC(=O)Nc2ccc(F)cc2)cc1	23	-1	0.2	0	7	24	-6	-5	-0.5
Cc1ccccc1NCC(=O)N/N=C/c1c[nH]c2ccccc12	7	-2	0.5	-2	5	4	-9	-10	-0.3
COc1ccc(-c2cn(Cc3ccc(C(N)=O)cc3)c(-c3ccc(Cl)nc3)n2)cc1	-10	3	-1.2	-4	-18	-1	-7	.	-0.4
COc1cccc(CCNC(=O)c2ccc(OC)c(OC3CCN(C(C)C)CC3)c2)c1	-7	-3	0.5	-4	-5	1	4	-16	0.6
O=C(CN1CCCC1)Nc1cccc(Cl)c1Cl	-6	1	0.8	-16	-1	1	-4	-4	0.2
CC1(C)OC2C(CO)OC(n3cnc4c(=S)nc[nH]c43)C2O1 (stereo not drawn)	-3	3	0.8	1	1	1	-7	-25	0.3
COc1ccc(-c2cc(-c3nnc(-c4ccncc4)o3)c3ccccc3n2)cc1	-14	5	-0.3	-7	-1	2	10	2	-0.1

Other entries follow.
SMILES	D1 antag	TRHR enhancer	D2 ag	D1 potentiator	D2 potentiator	D1 agonist	D2 antagonist	RXFP1 antag	TRHR agonist
N#C/C(=C/c1ccc(-c2ccc(S(N)(=O)=O)cc2)o1)C(=O)Nc1ccccc1	-12	-6	-0.6	0	-7	4	4	-18	1.0
COc1ccc(/C=C(/NC(=O)c2ccccc2)C(=O)N2CCOCC2)cc1OC	2	10	-1.5	-4	0	7	-15	-15	-1.2
O=C(NCCS(=O)(=O)N1CCN(c2ccccc2)CC1)c1ccccc1F	8	-2	2.9	-7	15	2	-4	1	-0.4
Cc1ccccc1NC(=O)CNc1ccccc1C(=O)NCc1ccco1	4	12	-0.1	0	3	1	-1	-2	-0.8
COc1ccccc1-n1nnnc1SCC(=O)Nc1cc(C)on1	-21	2	0.0	-4	6	4	1	-4	-0.1
CCCn1c(SC(C(=O)Nc2cccc(OC)c2)c2ccccc2)nc2ccccc2c1=O (stereo not drawn)	0	-5	1.0	-6	-8	2	6	16	0.9
COc1ccc(CNC(=O)CSc2nnc(C)s2)cc1	29	0	0.5	-7	-2	1	-26	4	0.8
CCN(CC)Cc1ccc(OC)c(Cl)c1	3	-4	0.3	-1	-7	5	-8	-4	0.7
Cc1cccc(/C(N)=N/OC(=O)COc2ccccc2Cl)c1	-2	-2	4.3	-1	0	16	-2	0	1.5
CN1CCN(c2nc(-c3cccnc3)nc3scc(-c4ccccc4)c23)CC1	-8	-8	0.1	-5	12	2	-21	-14	0.2
COc1cc(C2CC(=O)c3cnc(N4CCN(CCO)CC4)nc3C2)cc(OC)c1OC (stereo not drawn)	2	-8	.	-3	10	-1	.	.	0.1
CCN(Cc1ccccc1)S(=O)(=O)c1ccc(S(=O)(=O)N2CCN(C)CC2)cc1	-1	-5	-0.3	-3	-2	3	7	-22	0.3
Cc1ccc(CNC(=O)c2nn(C)c(C)c2[N+](=O)[O-])cc1	7	-3	-0.4	0	-8	2	17	-7	-0.6
CN(CC(=O)Nc1ccc(Cl)cc1)C(=O)CNC(=O)c1cccs1	-12	-2	0.6	.	3	6	-5	4	0.2
COc1ccc(CNC(=O)C2CCCN(S(=O)(=O)c3cccc4nsnc34)C2)cc1 (stereo not drawn)	1&2	-4&8	-0.5&-0.4	5&3	1&11	0&-1	-8	7	-0.2&-0.9
COc1cc(NC(=O)CN2C(=O)COc3ccc(S(=O)(=O)N4CCCCC4)cc32)cc(OC)c1	5&7	15&-1	-0.2&-0.2	0&-1	12&0	1&0	4	-7&-4	-0.8&0.0
O=C(c1cccs1)N1CCN(S(=O)(=O)c2cccs2)CC1	4	17	1.8	0	8	2	-19	-1	-1.2
Cc1nc2n(n1)C(O)c1cc([N+](=O)[O-])ccc1S2 (stereo not drawn)	3	5	2.9	-2	2	3	-4	.	0.3
NC(=O)c1sc2nc3c(cc2c1N)CCCCCC3	-9	1	-0.2	-3	14	0	-23	-1	-0.1
O=C(O)C1CCN(C(=O)COc2ccc3c(c2)oc(=O)c2ccccc23)CC1	-7	14	0.0	-1	-6	1	-6	.	0.4
O=C1/C(=C/c2ccccc2Cl)SC(=S)N1CCC(=O)N1CCCCC1CCO (stereo not drawn)	3	3	-0.7	-3	-8	1	8	-4	-1.0
O=C1OC(Nc2ccccn2)c2ccccc21 (stereo not drawn)	3	2	0.6	-4	4	2	-10	9	0.4
COC(=O)c1cc([N+](=O)[O-])ccc1N1CCN(Cc2ccccc2)CC1	-10	2	0.7	-4	-9	2	9	14	0.0
O=C(NCCCn1ccnc1)c1ccc(Cl)c(S(=O)(=O)N2CCOCC2)c1	-4	0	1.1	-4	-9	1	-12	-2	-0.3
CCCN(CCC)CCCNC(=O)c1cc2c(=O)n(C)c3ccccc3c2n1C	12	14	0.3	-4	-13	2	0	-19	-0.2
CC[C@@H](C(=O)n1nc(C)cc1C)[C@H](NS(=O)(=O)c1ccc(C)cc1)c1ccccc1	4	-4	1.2	-5	-9	4	11	-16	3.3

Already shown: entries from further up.
SMILES	D1 antag	TRHR enhancer	D2 ag	D1 potentiator	D2 potentiator	D1 agonist	D2 antagonist	RXFP1 antag	TRHR agonist
O=C(CCc1ccccc1)NC1(Cc2ccccc2)CCN(CCCc2ccccc2)C1=O (stereo not drawn)	.	-1	0.0	-5	-3	3	-5	.	-0.6
CCN(c1ccc(Cl)cc1)S(=O)(=O)c1nnc(NC(=O)C(C)C)s1	-16&-12	7&3	-0.3&0.9	-1&5	-1&-8	9&5	-12	10&5	1.5&0.8
CCOc1ccc(-c2ncncc2-c2ccc(OC)c(OC)c2)c(O)c1	2	5	-0.2	-5	13	1	-12	-2	0.4
CSCc1ccc(C(=O)N2CCC(CCC(=O)N(C)Cc3ccccc3)CC2)o1	-8	1	.	-3	.	4	.	-1	-0.2
C/C=C/C(=O)N1c2ccccc2C(C)=CC1(C)C	14	3	0.8	-1	-8	4	-12	-31	-0.4
O=C(Nc1nc(-c2ccccc2)cs1)c1cccc([N+](=O)[O-])c1C(=O)O	8	5	-1.1	-1	0	1	0	-2	-0.2
CC(C(=O)Nc1ccccc1F)N1C(=O)c2ccccc2C1=O (stereo not drawn)	2	-1	-0.6	-4	-1	4	-1	8	0.3
CCOc1ccc(OCCC(=O)N(CCC2=CCCCC2)c2c(N)n(Cc3ccccc3)c(=O)[nH]c2=O)cc1	-1	10	1.1	3	21	3	-9	-16	0.8
COc1ccc(Oc2cccc(Cl)c2CNC(=O)CCCC(=O)O)cc1	6	-4	-1.0	0	13	1	-5	5	1.2
COc1ccc(CCC(=O)NCc2nc3cccnc3n2Cc2ccccc2)cc1	5	0	-0.3	-3	15	0	.	11	-0.4
CC(=O)Nc1ccc(NS(=O)(=O)c2c(C)nc3sccn3c2=O)cc1	-4	2	-1.4	-4	-2	1	.	-19	0.0
C=C/C(C)=C/CC1C(=C)CCC2C(C)(C(=O)O)CCCC12C (stereo not drawn)	-29	-5	-2.9	-3	4	14	-1	13	-0.3

Screens deposited in PubChem BioAssay by National Center for Advancing Translational Sciences (NCATS).
